zVAD death inh – blocks zVAD induced death of L929 cells; L929 zVAD necroptosis rescue, ATP luminescence, 24 h; with zVAD 60 µM; viability rescue, % at 10 µM; 220,000 tested, 0.38% active; AID 1377;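 active = activation, scaled between plate controls, above about 75%, limit read from the data; inactive = activation under that limit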;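 note: 0% = zVAD with DMSO and 100% = DMSO alone without zVAD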
TbHK1 inh – T. brucei hexokinase 1 inhibition; recombinant TbHK1, G6PDH-coupled NADH A340; inhibition, % at 10 µM; 220,000 tested, 0.11% active; AID 1430;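 active = inhibition of 50% or more in the single-dose primary screen; inactive = inhibition below 50%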
EP2 antag – blocks the human prostaglandin E2 receptor EP2; 260,000 tested, 0.52% active; inhibition, % at 25 µM; C6 glioma cells expressing human EP2, cAMP TR-FRET; cells stimulated with saturating PGE2;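 active = percent inhibition above 40 after rounding to a whole number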;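 note: rat C6 glioma host cells with rolipram phosphodiesterase inhibitor present; the protocol text gives 20 µM as final concentration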
Target sequence (P43116 whole entry, looked up): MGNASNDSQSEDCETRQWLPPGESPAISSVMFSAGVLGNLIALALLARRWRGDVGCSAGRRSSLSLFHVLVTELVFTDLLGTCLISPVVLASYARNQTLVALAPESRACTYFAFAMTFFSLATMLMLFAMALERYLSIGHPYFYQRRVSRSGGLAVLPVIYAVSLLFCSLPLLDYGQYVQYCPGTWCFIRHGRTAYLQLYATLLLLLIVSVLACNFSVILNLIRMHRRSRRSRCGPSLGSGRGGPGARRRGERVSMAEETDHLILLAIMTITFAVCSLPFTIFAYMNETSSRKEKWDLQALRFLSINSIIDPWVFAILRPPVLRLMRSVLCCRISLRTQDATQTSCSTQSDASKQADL
FXIa inh 1536 – factor XIa (human) inhibition; AID 798; purified FXIa, Boc-Glu-Ala-Arg-AMC fluorogenic substrate; inhibition, % at 5 µM; 220,000 tested, 0.14% active;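 active = inhibition of at least 40%; inactive = inhibition below 40%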;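 note: fluorescence of freed AMC excited at 355 nm; 0% = enzyme without compound and 100% = no enzyme blank; many of its hits are not listed in these tables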
Wee1 stabilizer – human Wee1 degradation inhibition, primary screen | P30291 | HeLa Luc-Wee1K328M stability, luciferase luminescence; 100% = proteasome inhibitor MG132 effect | reporter increase, % at 5 µM | 220,000 tested, 1.2% active | AID 1321;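 active = activation above the mean of all tested compounds plus 3 SD, set per screening run, cut at about 8.8% in these data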;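 note: cells exposed to compound for 20 h before luminescence read; 0% = DMSO alone and 100% = MG132 at 30 µM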
TNF necrop inh – inhibitors of TNF-alpha induced necroptosis in Jurkat FADD-/- cells | activation (protection from cell death), % at 10 µM | Jurkat FADD-/- TNF necroptosis rescue, ATP luminescence, 24 h; 0 = TNF only, 100 = no-TNF cells | 220,000 tested, 0.068% active | AID 463075;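 active = activation, meaning protection from cell death, of at least 50% relative to plate controls; inactive = activation below 50%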;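 note: necroptosis triggered by 40 ng/mL TNF-alpha added together with compound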
PPC-1+TRAIL kill – PPC-1 cancer cell killing with TRAIL present; PPC-1 cells + TRAIL, ATPLite viability luminescence; cell killing (% activity), % at 4 µM; 220,000 tested, 0.41% active;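 active = cell killing above 50% in the first pass at 4 µM, then a duplicate retest at 5 µM averaging 50% or more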;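 note: plate controls were cells with TRAIL plus DMSO for no effect and medium-only wells lacking cells for full effect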
FXIIa inh – blocks human coagulation factor XIIa protease activity | P00748 | purified FXIIa, Boc-QGR-AMC fluorogenic substrate, 2 h | inhibition, % at 5 µM | 220,000 tested, 0.3% active; in the data active = inhibition above about 40%;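 note: 0% = enzyme with no compound and 100% = blank without enzyme; many of its hits are not listed in these tables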
Target sequence (P00748 20-372 limits assumed): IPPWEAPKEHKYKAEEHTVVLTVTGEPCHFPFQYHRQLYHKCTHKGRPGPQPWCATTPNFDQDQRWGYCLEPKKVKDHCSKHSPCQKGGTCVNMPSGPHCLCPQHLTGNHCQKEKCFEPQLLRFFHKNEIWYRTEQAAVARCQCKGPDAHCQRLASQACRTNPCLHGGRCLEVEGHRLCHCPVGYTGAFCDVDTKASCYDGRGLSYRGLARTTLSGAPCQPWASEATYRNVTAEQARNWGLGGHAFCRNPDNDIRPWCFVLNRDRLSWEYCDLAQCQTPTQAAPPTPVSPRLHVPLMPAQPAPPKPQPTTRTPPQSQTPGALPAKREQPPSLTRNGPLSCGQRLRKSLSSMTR
Target sequence (P00748 373-615 limits assumed): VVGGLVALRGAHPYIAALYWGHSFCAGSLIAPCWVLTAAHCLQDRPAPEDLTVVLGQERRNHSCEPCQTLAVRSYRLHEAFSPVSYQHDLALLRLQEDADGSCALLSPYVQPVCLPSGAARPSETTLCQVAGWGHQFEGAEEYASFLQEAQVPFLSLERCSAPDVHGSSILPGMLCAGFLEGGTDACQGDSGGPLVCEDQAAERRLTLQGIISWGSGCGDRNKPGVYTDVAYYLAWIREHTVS
CHOP inh – blocks CHOP induction under ER stress. CHO-K1 CHOP-promoter luciferase, tunicamycin-induced, 15-18 h. inhibition, % at 10 µM. 220,000 tested, 3.8% active. AID 2732;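 active = compounds that reduced the stress-induced luciferase reporter signal by more than about 70% of percent inhibition, limit read from the data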;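 note: 0% = tunicamycin plus vehicle and 100% = wells without tunicamycin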
Starred values were filed as active, the others as inactive; x = not tested or not shown; & = joins results of further samples; [ ] = remark or other dose.

SMILES	zVAD death inh	TbHK1 inh	EP2 antag	FXIa inh 1536	Wee1 stabilizer	TNF necrop inh	PPC-1+TRAIL kill	FXIIa inh	CHOP inh
Cc1ccc(S(=O)(=O)NC(=O)c2ccccc2)cc1C(C)C	0.5	-4	2	-5	-3	0.2	10	1	12
COCC(C)n1c(C)cc(C(=O)CSc2nc(C)c(C)c(C)n2)c1C (stereo unspecified)	-0.2	-12	8	-1	3	-2.2	3	6	3
CCOc1ccc(-n2c(C)cc(/C=N\NC(=O)CC(=O)NC3CCCCC3)c2C)cc1	x	-6	8	5	-2	0.2	7	11	47
CCOC(=O)c1cc(NC(=O)Nc2ccc(OC)c(OC)c2)c(C)nc1C	0.4	-4	3	-12	2	-0.3	-8	-3	8
Cn1c(=O)c2c([nH]c(=O)n2C)n(C)c1=O	-0.6	-4	3	5	2	-0.6	8	5	-7
CCN1CCN(c2ccc(NC(=O)CCc3c(C)nc4c(-c5ccccc5)c(C)nn4c3C)cc2)CC1	2.9	-9	14	-5	2	-4.3	7	11	-10
Fc1cccc(F)c1/C=N/Nc1ccccn1	90*	-40	11	-3	0	13	11	-3	-14
OCCNCCCOc1cc(Cl)ccc1Cl	4.2	-3	10	-6	-2	0.2	9	12	25
Cc1ccc(S(=O)(=O)Nc2ccc(S(=O)(=O)NC(C)(C)C)cc2)cc1	0.0	2	9	-4	-1	-0.1	17	-2	-12
COC(CNC(=O)CC1C(=O)N(Cc2ccccc2)C(C)c2nc3ccccc3n21)OC (stereo unspecified)	2.9	-8	10	1	0	0.8	2	9	-26
COc1cccc(/C=N/NC(=O)c2cccc([N+](=O)[O-])c2)c1OS(=O)(=O)c1ccccc1	0.1	-3	3	-3	0	-9.3	9	15	-8
Cc1[nH]c2ccccc2c1C(=O)COC(=O)c1c(-c2ccccc2)noc1C	1.6	27	8	7	1	1.1	43	8	62
CC1=C(C(=O)OC2CCCCC2)C(c2cccnc2)n2nnnc2N1 (stereo unspecified)	x	3	7	6	0	0.7	23	10	4
O=C(CCC(=O)OCc1ccc([N+](=O)[O-])cc1)Nc1ccc(F)cc1	2.5	-4	9	1	2	1.1	16	0	3
COc1ccc(N2C(=O)CSC23C(=O)N2c4c(cccc43)C(C)=CC2(C)C)cc1 (stereo unspecified)	0.2	-2	6	-6	0	-0.4	6	15	75*
CCc1cccc2c(C(=O)CCl)c[nH]c12	-0.2	-9	14	-4	-3	-13	16	1	-141
Cn1c(=O)c2c(nc(NCCO)n2C)n(C)c1=O	-0.2	4	15	-6	3	0.0	8	-5	-9
O=[N+]([O-])c1ccc2c(c1)S(=O)c1ccccc1-2 (stereo unspecified)	1.1	-75	4&10	-5	-3	-0.5	-11	1	-2
CCC(=O)N1c2ccc(S(=O)(=O)CCC(=O)NC3CCCC3)cc2CC1C (stereo unspecified)	3.3	-1	x	-11	1	1.1	-6	13	30
Cn1cc(/C=N/Nc2ccccc2)c2ccccc21	-0.9	-1	7	-1	1	-0.8	25	11	-1
Cc1ccc(NC(=O)COC(=O)[C@H](C)N2C(=O)C3CC=CCC3C2=O)cc1S(=O)(=O)N(C)C (stereo partly specified)	1.4	-1	5	-2	14*	0.3	7	3	-7
O=C(CN1C(=O)COc2ccc(S(=O)(=O)N3CCCC3)cc21)NC1CC1	1.0	-5	3	6	-2	0.9	-5	11	-6
CC(C)C(C(=O)Nc1ccc2c(c1)OCCO2)N1C(=O)c2ccccc2C1=O (stereo unspecified)	0.3	-2	8	-1	2	-1.7	11	17	45
CCc1ccc(-c2nc(SCC(=O)N3CCOCC3)n[nH]2)cc1	3.2	-1	5	1	-3	-0.6	22	6	6
Cc1ccc(N=C(N)N=C(N)N)cc1	1.0	-7	7	0	4	0.6	-11	11	-18
Additional structures:
SMILES	zVAD death inh	TbHK1 inh	EP2 antag	FXIa inh 1536	Wee1 stabilizer	TNF necrop inh	PPC-1+TRAIL kill	FXIIa inh	CHOP inh
NS(=O)(=O)c1ccc(NC(=O)c2cc(Cl)ccc2Cl)cc1	0.8	0	12	-1	-3	0.0	34	4	28
COc1ccc(N(C(C)C(=O)N/N=C/c2ccc(OC(C)C)cc2)S(C)(=O)=O)cc1 (stereo unspecified)	0.1	2	7	17	-3	-5.4	20	11	26
CC(=O)c1c(C(C)=O)c(C)n(-c2nc(-c3ccccc3)c(C)s2)c1C	0.3	-3	7	-9	4	-1.1	-11	5	28
CC(C)CNc1oc(-c2ccc(F)cc2)nc1C#N	0.0	-5	2	0	-1	0.4	-3	8	57
CS/C(N)=N/N=C/c1ccc2c(c1)OCO2	0.9	-43	13	-1	1	-2.8	12	11	-22
CSC1=NCCN1C(=O)c1ccc(S(=O)(=O)N2CCCCC2)cc1	2.4	4	14	-11	-2	1.4	-6	4	6
Cc1cc(-c2ccccc2)nc2cc(C(=O)NCc3ccco3)nn12	0.2	-3	9	-1	-1	-2.1	0	2	-1
Cc1ccc(SCCC(=O)OCC(=O)Nc2ncc(Cl)cc2Cl)cc1	-0.1	9	8	-4	2	-1.7	14	12	82*
CC(C)C(=O)N(Nc1nc2ccccc2s1)C(=O)C(C)C	-0.5	2	0	-10	-3	1.9	21	3	6
Cc1ccc(C(=O)N(CCCN(C)C)c2nc3ccc(Cl)cc3s2)cc1C	-0.1	6	2	-5	-1	0.5	24	-2	28
Cn1ncc2c(Nc3cccc(C(=O)O)c3)ncnc21	0.0	0	23	2	2	-0.3	27	6	4
O=C(Nc1ccccc1N1CCOCC1)c1cc(F)cc(F)c1	0.3	-4	3	-5	-3	0.4	13	8	-4
Cc1sc2nc(CSc3cccc(C(F)(F)F)c3)[nH]c(=O)c2c1C	1.9	-7	11	-7	6	3.7	13	8	73*
CCCCc1ccc(N2C(=O)[C@@H]3C(CC(N)=O)NC4(C(=O)Nc5ccc(F)cc54)[C@@H]3C2=O)cc1 (stereo partly specified)	-0.2	-7	10	-11	-1	-1.1	8	-5	7
CCOC(=O)c1c(C)n(C)c2ccc(OC)c(NC(=O)CN3CCCCC3)c12	0.8	8	x	3	3	-0.5	-4	16	46
CCCCC(=O)Nc1ccc(NC(=O)c2ccc(C)c([N+](=O)[O-])c2)cc1OC	0.2	1	4	8	4	1.3	22	17	10
Cc1ccc(S(=O)(=O)N/N=C/c2ccc(O)cc2O)cc1[N+](=O)[O-]	-0.1	-26	4	-3	0	-0.7	3	0	-4
CCCCNC(=S)N=Nc1c(O)n(Cc2ccccc2)c2ccccc12	-1.0	6	7	6	2	-0.1	12	12	8
CC(C(=O)OCC(=O)Nc1cccc(S(=O)(=O)N2CCOCC2)c1)N1C(=O)c2ccccc2C1=O (stereo unspecified)	0.5	1	7	-4	2	1.3	42	4	-7
C=CCNc1cnn(-c2ccccc2)c(=O)c1Cl	0.5	-6	9&5	0	-3	0.0	1	8	9
C=CCCCCCCCCC(=O)Nc1c[nH]c(=O)[nH]c1=O	-0.2	10	x	-6	-1	-1.1	25	8	4
O=S1(=O)CC/C(=N\Nc2ccccc2)c2ccsc21	14	-19	7	0	-3	1.8	-8	10	-1
COC(=O)c1cccc(NC(=S)Nc2cccc(Cl)c2C)c1	0.8	-6	7	0	2	0.6	9	9	11
Cc1onc(-c2ccccc2Cl)c1C(=O)Nc1nc2ccc(S(C)(=O)=O)cc2s1	0.4	-34	2	6	5	-0.5	10	4	3
CCOC(=O)c1ccc(-n2ncc(C(=O)OCC)c2N)cc1	-0.4	2	17	15	-4	-2.2	-11	7	7

Record cards, as listed above:
`COC(=O)c1cccc(NC(=S)Nc2cccc(Cl)c2C)c1` is listed with zVAD death inh: 0.8; TbHK1 inh: -6; EP2 antag: 7; FXIa inh 1536: 0; Wee1 stabilizer: 2; TNF necrop inh: 0.6; PPC-1+TRAIL kill: 9; FXIIa inh: 9; CHOP inh: 11
`Cc1onc(-c2ccccc2Cl)c1C(=O)Nc1nc2ccc(S(C)(=O)=O)cc2s1` is listed with zVAD death inh: 0.4; TbHK1 inh: -34; EP2 antag: 2; FXIa inh 1536: 6; Wee1 stabilizer: 5; TNF necrop inh: -0.5; PPC-1+TRAIL kill: 10; FXIIa inh: 4; CHOP inh: 3

(further entries)
SMILES	zVAD death inh	TbHK1 inh	EP2 antag	FXIa inh 1536	Wee1 stabilizer	TNF necrop inh	PPC-1+TRAIL kill	FXIIa inh	CHOP inh
Cc1c(C(N)=O)sc2ncn(CC(=O)NCCc3ccccc3)c(=O)c12	0.2	-6	7	0	3	0.4	4	10	11
O=C(CN(CC1CCCO1)C(=O)CCC(=O)Nc1ccccn1)NCc1ccccc1 (stereo unspecified)	-1.1	-3	17	9	4	0.9	-2	18	29
Cc1[nH][nH]c(=O)c1C(c1c(C)[nH][nH]c1=O)c1cn(C)c2ccccc12	80*	-14	7	6	-1	-2.8	-5	11	24
CN1CCN(c2ccc(NC(=O)c3ccc(C(F)(F)F)cc3)cn2)CC1	32	-5	11	-3	-4	1.6	23	6	-10
CCOC(=O)N1CCN(C(=O)CC(C(=O)N2CCc3ccccc32)n2ccnc2)CC1 (stereo unspecified)	0.0	-4	12	0	-2	-0.8	15	12	-21
COc1ccc(C2CC(c3ccc4ccccc4c3)=NN2C(=O)COC(=O)C2CCC(=O)N2)cc1 (stereo unspecified)	0.5	-13	21	2	14*	1.2	0	7	31
COc1ccc(N(C(=O)c2cnsn2)C(C(=O)NC2CCCCC2)c2ccncc2)cc1 (stereo unspecified)	0.2	29	6	20	-3	0.3	26	26	11
CC(=O)C(Sc1ccc2nnc(-c3ccncc3)n2n1)C(C)=O	1.0	-14	14	3	1	1.8	2	10	7
CCOC(=O)c1ccc(N(CC(=O)NC2CCCC2)C(=O)CNC(=O)c2ccco2)cc1	1.0	10	8	-8	-1	-0.9	29	-4	1
O=C(NC(NC(=S)Nc1c(Cl)cc(Cl)cc1Cl)C(Cl)(Cl)Cl)OCc1ccccc1 (stereo unspecified)	1.0	-9	7	-3	-1	2.1	22	-3	88*
Cc1ccc(-c2cc(C(F)(F)F)n3ncc(C(=O)N4CCCc5ccccc54)c3n2)cc1	0.7	-1	-3	7	-1	-0.4	4	19	47
CCSc1nnc2c(Cl)cc(Cl)cn12	1.4	-2	9	-5	1	0.5	-19	0	-34
CCOC(=O)C1=C(CN2CCCCCC2)NC(=O)NC1c1ccc2c(c1)OCO2 (stereo unspecified)	0.1	-2	7	-9	-2	2.8	-2	-2	-4
COc1ccc(N2CC(O)=C(c3nc(-c4ccc(Br)cc4)cs3)C2=N)cc1	12	-21	48*	-3	-1	-0.3	22	7	10
Cc1ccc(CN2CCN(/N=C/c3ccc(N(C)C)cc3)CC2)cc1	0.0	-45	7	0	1	0.9	-4	4	13
Cc1ccc(-n2c(SCC(=O)NCCN3C(=O)CSC3=O)nnc2-c2cccc(C)c2)cc1	0.2	-5	13	2	2	-0.4	2	13	26
COc1ccccc1NC(=O)CSc1nnc(-c2ccc(C)cc2)o1	1.8	3	3	x	4	0.2	43[5 µM]	x	x
NC(=O)C1CCN(CC(O)CSc2ccccc2)CC1 (stereo unspecified)	-0.3	-6	13	5	-3	1.3	10	8	-30
Cn1c(=O)n(C)c2cc(S(=O)(=O)N3CCCc4ccccc43)ccc21	0.1	4	12	0	1	-5.9	13[5 µM]	-2	-23
O=C(C1CCCCN1S(=O)(=O)c1ccccc1[N+](=O)[O-])N1CCOCC1 (stereo unspecified)	2.9	-10	7	-7	-2	-0.4	-13	11	11
O=C(CNC(=S)N(Cc1ccccc1Cl)C1CCCC1)NCCN1CCOCC1	-1.0	-1	5	-4	-1	-1.1	30	12	18
O=C(NCCNc1ccc([N+](=O)[O-])cc1)c1ccccc1Br	0.1	-5	10	16	2	-1.7	-5	25	3
C=CCNC(=O)NC(=O)COC(=O)c1cccnc1SC	-0.2	-11	18	-5	0	-0.5	-6	13	27

Source: PubChem (several laboratories)

A portion of the library, so the mix of outcomes need not match the whole.
